High-throughput results deposited in PubChem BioAssay by several laboratories.
TPT1 inh – C. albicans TPT1 enzyme inhibition; recombinant caTPT1, FP RNA substrate dephosphorylation; inhibition, % at 5 µM; 300,000 compounds, 0.81% hits;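 active means inhibition above the mean of all tested compounds plus 3 SD, set per screening campaign, cut at about 24% in these data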;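 further: plate controls were DMSO alone for no effect and ferristatin control at 100 nM for full effect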
PP1 inh – blocks human PP1-alpha phosphatase, a PP5 counter-screen. inhibition, % at 6.7 µM. AID 2235. purified PP1alpha, OMFP fluorescence. 320,000 compounds, 0.9% hits. P62136;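 active means inhibition above the mean inhibition of all tested compounds plus 3 SD, computed separately for each screening campaign, cut at about 15% in these data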
Target sequence (P62136 whole entry, looked up): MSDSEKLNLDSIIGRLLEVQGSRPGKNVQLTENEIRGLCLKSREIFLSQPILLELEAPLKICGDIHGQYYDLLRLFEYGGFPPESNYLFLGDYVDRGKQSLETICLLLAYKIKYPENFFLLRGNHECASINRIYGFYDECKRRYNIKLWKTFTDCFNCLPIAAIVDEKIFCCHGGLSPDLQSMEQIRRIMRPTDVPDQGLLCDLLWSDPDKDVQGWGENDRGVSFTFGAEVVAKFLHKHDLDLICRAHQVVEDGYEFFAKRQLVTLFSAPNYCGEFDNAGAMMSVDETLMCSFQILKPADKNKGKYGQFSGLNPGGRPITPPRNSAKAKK
CTSL1 counter – counter-screen for PFM18AAP inhibitors: inhibitors of F. hepatica cathepsin L1; 300,000 compounds, 0.49% hits; inhibition, % at 5.96 µM; recombinant F. hepatica cathepsin L1, Z-Leu-Arg-MCA fluorescence;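 active means inhibition above the mean of all tested compounds plus 3 SD, set per screening campaign, cut at about 17% in these data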;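 further: 0% = plate median of test compound wells and 100% = 1 µM Z-Phe-Ala-diazomethylketone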
GASC-1 inh – inhibitors of human GASC-1 (JMJD2C) demethylase; AID 2099; 330,000 compounds, 0.069% hits; inhibition, % at 2.35 µM; GST-JMJD2C(1-420) H3K9me3 demethylation, DELFIA europium;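 active means more than half of a compound's replicate wells show inhibition beyond 50%, single wells judged on their own value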;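 further: signal counts dimethyl H3K9 product captured on neutravidin plate; 0% = median of DMSO wells and 100% = 0.3 times that DMSO median; strong numbers were not always called active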
PP5 inh – PP5 (human) phosphatase inhibition; AID 1987; 320,000 compounds, 0.18% hits; inhibition, % at 6.7 µM; purified PP5c, OMFP substrate fluorescence; P53041;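 active means inhibition above the campaign's mean inhibition across all tested compounds plus 3 SD, cut at about 9.5% in these data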;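 further: 0% = DMSO only and 100% = 100 µM cantharidin control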
Target sequence (P53041 whole entry, looked up): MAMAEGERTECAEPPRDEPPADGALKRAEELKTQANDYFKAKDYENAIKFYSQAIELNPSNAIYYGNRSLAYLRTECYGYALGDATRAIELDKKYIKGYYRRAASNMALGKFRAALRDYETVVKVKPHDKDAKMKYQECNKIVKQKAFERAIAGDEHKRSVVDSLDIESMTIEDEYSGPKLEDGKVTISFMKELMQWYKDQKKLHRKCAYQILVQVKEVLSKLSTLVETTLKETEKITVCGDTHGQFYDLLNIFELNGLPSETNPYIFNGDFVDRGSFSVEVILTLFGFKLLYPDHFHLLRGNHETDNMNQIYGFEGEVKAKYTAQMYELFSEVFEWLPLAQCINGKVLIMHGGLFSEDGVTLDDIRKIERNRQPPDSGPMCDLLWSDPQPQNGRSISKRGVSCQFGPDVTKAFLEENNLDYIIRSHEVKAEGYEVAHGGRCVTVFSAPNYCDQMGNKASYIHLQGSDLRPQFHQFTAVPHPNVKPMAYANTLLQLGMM
EBNA-1 inhibitor – blocks EBNA-1 binding to DNA; 300,000 compounds, 0.34% hits; inhibition, % at 14.8 µM; EBNA-1 DNA binding, fluorescence polarization; in the data active means inhibition above about 28%
ZTA counter – blocks Epstein-Barr virus ZTA, an EBNA-1 counter-screen | ZTA-DNA binding, fluorescence polarization | inhibition, % at 11 µM | 320,000 compounds, 0.15% hits; in the data active means inhibition above about 33%
Yeast superoxide – yeast age-related superoxide inhibition as caloric restriction mimetic; S. cerevisiae aged cells, superoxide DHE fluorescence; hits give low values; superoxide response (% of plate mean), % at 10 µM; 330,000 compounds, 0.18% hits; AID 2690;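 active means superoxide response under a set limit, about three screen SD below normal, cut at about 65% in these data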;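 further: yeast aged for seven days with compound at 30 °C before DHE staining; 100% = average MFI of all compound-treated wells on the plate with controls excluded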
HCV core dimer – HCV core protein dimerization inhibition | TR-FRET GST/Flag-core106 dimerization, 1536-well | inhibition, % at 5 µM | 300,000 compounds, 0.33% hits | AID 1899;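 active means inhibition above the mean of all tested compounds plus 3 SD, set per screening campaign, cut at about 45% in these data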
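System – GST-tagged and Flag-tagged HCV core protein residues 1-106 · Repeats – one well for each compound · Technique – TR-FRET 671 and 617 nm emission · Doses – one concentration, 5 µM, in 0.5% DMSO · Times – 4 h, 22.5 °C incubation · Also added – Eu donor and XL665 acceptor anti-tag antibodies · Measure – percent inhibition of core106 dimerization signal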
Active calls of the source: *; i = inactive; · = no result given.

Every second line gives: TPT1 inh, PP1 inh, CTSL1 counter, GASC-1 inh, PP5 inh, EBNA-1 inhibitor, ZTA counter, Yeast superoxide, HCV core dimer
#1 O=C(CN1C(=O)c2ccccc2S1(=O)=O)NCCSCc1ccccc1Cl
    0, 2, -2, -10, 2.7, -6, -10, 97, -3
#2 CCC(=O)N(c1ccc(C(=O)O)cc1)c1nc(-c2ccc(OC)cc2)c(C)s1
    0, 0, 2, 2, 0.6, 2, 15, 103, 6
#3 CC1CCCCC1NC(=O)NC(=O)COC(=O)c1cncc(Br)c1 (configuration not stated)
    ·, -5, ·, ·, 1.8, ·, 6, 113, ·
#4 COc1cc2c(cc1OC)C(COc1ccccc1OC)N(C(=O)c1ccco1)CC2 (configuration not stated)
    -1, -4, -6, -3, 0.9, -1, 2, 102, 2
#5 CC1(C)C(=O)NCCN1C(=O)CCCC(=O)O
    -1, 2, 11, -16, -1.6, -9, -3, 90, 0
#6 Cc1cc(C)c(NC(=S)NC(=O)c2ccc(-c3ccccc3)cc2)c(C)c1
    -2, -2, 2, -4, -1.3, -2, -3, 90, -1
#7 CC(C)CN(C(=O)COC(=O)CCC(=O)c1ccc(F)cc1)c1c(N)n(Cc2ccccc2)c(=O)[nH]c1=O
    2, 0, -13, -12, -0.3, 4, -9, 102, 0
#8 OC1(c2cccc(F)c2)CCN(Cc2ccncc2)CC1
    3, -7, 8, 69*, -0.4, -3, -7, 101, -18
#9 CCOC(=O)C1(Cc2cccc(Cl)c2)CCCN(C(=O)CCOC)C1 (configuration not stated)
    5, -3, -4, 25, 3.3, -19, -5, 95, 0
#10 CN(C)S(=O)(=O)c1ccc(S(=O)(=O)Nc2ccc3c(c2)oc2ccccc23)cc1
    0, 3, 4, -2, 4.4, 5, 0, 73, 3
#11 Cc1ccc(NC(=O)COC(=O)CCc2c[nH]c3ccccc23)c(C)c1
    ·, -3, ·, -5, 2.6, ·, 2, 104, ·
#12 COc1cc(OC)cc(C(=O)N2CCN(C(=O)c3ccc(-c4ccccc4)cc3)CC2)c1
    -3, 4, -7, 11, 3.8, -6, -12, 102, 4
#13 C=C(C)c1cccc(C(C)(C)NC(=O)Nc2ccc(C)cn2)c1
    -1, 6, -3, -8, 1.0, -8, 2, 92, 3
#14 Cn1cc([N+](=O)[O-])c(C(=O)Nc2ccc3c(c2)OCCO3)n1
    0, -3, 0, -3, 2.0, 0, 0, 102, -5
#15 C=CCNC(=S)N(Cc1ccccc1)Cc1ccc(F)cc1
    -2, 2, 0, 2, 5.9, -5, 0, 104, 2
#16 CC(=O)c1ccc(OCCOc2ccc(C#N)cc2)cc1
    1, 1, -1, 3, 0.7, 5, 2, 93, 3
#17 CC(Sc1nnc2ccccn12)C(N)=O (configuration not stated)
    3, -1, -5, -5, -2.1, -4, 4, 111, -4
#18 O=C(NC1=NCCS1)C1CC(=O)N(c2ccc(F)cc2)C1 (configuration not stated)
    -1, -1, -20, -4, 1.8, -14, -1, 75, 5
#19 Cc1ccc(C(=O)Nc2cc(-c3ccn[nH]3)c(C)n(N)c2=O)cc1
    -1, 0, 0, 0, 4.0, 2, 7, 99, -1
#20 NNC(=O)CN(CCc1ccccc1)S(=O)(=O)c1ccc(Cl)cc1
    1, 1, -4, 4, 3.2, -5, -2, 114, -4
#21 Cc1csc(SCC(=O)c2c(N)n(C)c(=O)n(C)c2=O)n1
    -12, -3, -13, -1, 0.2, -8, -16, 99, -6
#22 CCN(CC#CCC(O)(c1ccccc1)c1ccccc1)C(C)C
    -2, -1, -2, 5, 1.7, -1, -3, 95, 0
#23 COc1cc(N=Nc2c(C)n(C)n(-c3ccccc3)c2=O)ccc1N
    6, -2, 6, 25, 1.0, 9, -4, 112, -8
#24 CCCCc1cc(=O)oc2cc(OCC(=O)N3C[C@H]4C[C@@H](C3)c3cccc(=O)n3C4)ccc12
    2, 3, 1, 4, 3.5, -5, 3, 104, -2
#25 COc1ccccc1NC(=O)c1cccc2c(Br)cccc12
    -5, -1, 8, 7, 3.3, 6, 1, 88, 7
#26 O=C(/C=C/Nc1cccc([N+](=O)[O-])c1)c1cccs1
    1, 0, 3, 5, 8.3, 10, 2, 97, 5
#27 COc1cc(OC)c(C(=O)NCCCn2ccnc2)cc1OC
    2, 3, -8, 8, -1.4, -10, 0, 93, 3
#28 COc1ccc(C(=O)N/N=C/c2ccc(OC)c(CN3CCCc4ccccc43)c2)cc1
    17, 6, 2, i, 9.1, 7, -8, 116, 1
#29 CS(=O)(=O)N1CCN(C(=O)Cc2ccccc2)CC1
    -1, 0, -1, 2, -1.0, 8, -23, 96, 1
#30 Cc1cc(S(=O)(=O)N2CCN=C2c2ccccc2)ccc1F
    1, -4, -4, -3, 1.3, -8, 4, 116, -2
#31 CCc1ccc(C(C)NC(=O)C2CCCC2)cc1 (configuration not stated)
    0, -9, -3, -5, 4.7, -4, -10, 97, -6
#32 CCOC(=O)c1sc(NC(=S)NC(=O)c2ccccc2)nc1C
    1, 1, -1, 14, -1.7, 0, 9, 80, 23
#33 CCN(CC(=O)Nc1c(F)cccc1F)C(=O)c1csc2c1CCCC2
    -4, -4, 2, -9, 1.2, 3, -8, 86, -8
#34 COc1ccc(CNC(=O)CN(C(=O)c2csnn2)c2ccccc2F)cc1
    -4, -1, 2, 1, -0.6, -5, -14, 101, -16
#35 CCOC(=O)C(C)Sc1nc(=O)n2cccc(C)c2n1 (configuration not stated)
    -4, 7, 1, -13, -0.5, 4, 1, 98, -3
#36 CCCCn1c(N)c(N(CC(C)C)C(=O)C2CCN(S(=O)(=O)c3ccc(Cl)cc3)CC2)c(=O)[nH]c1=O
    5, -5, 1, 1, -2.0, -7, 8, 94, 0
#37 O=C(COC(=O)c1cnccn1)c1ccc(Cl)c([N+](=O)[O-])c1
    -1, -3, -3, 24, -0.8, 3, -12, 85, 14
#38 CCOC(=O)c1nn(-c2ccccc2)c(=O)cc1OCC(=O)Nc1cc(C)ccc1C
    -3, -2, -3, 4, 0.6, 2, -7, 93, 6
#39 O=C(NC1CCCCC1)C1CCCN1C(=O)Nc1ccccc1 (configuration not stated)
    -2, -2, 0, -4, 3.8, 4, 4, 98, 2
#40 Cc1ccc(NS(=O)(=O)c2ccc(C(=O)NCc3cccnc3)cc2)cc1
    -3, 0, 2, -12, -3.1, 4, 9, 103, -7
#41 CCNC(=O)NC(=O)C(C)SCc1ccccc1C (configuration not stated)
    -1, 5, -4, 2, -1.0, -4, -16, 85, -1
#42 Cn1c2ccccc2n2c(=O)c(=O)n(CC(=O)N3CCCc4ccccc43)nc12
    0, 1, -1, -1, -0.2, 5, 17, 104, -3
#43 CCCNC(=O)CSc1nnc(-c2ccc(F)cc2)o1
    -3, 0, 0, 3, 0.7, 0, 6, 127, 0
#44 COCc1nnc(NC(=O)c2ccccc2[N+](=O)[O-])s1
    -2, -3, -4, 2, -1.5, 3, 5, 121, 3
#45 Cc1csc(NC(=O)CSc2nnc(-c3cc(C)on3)o2)n1
    -1, -1, 0, 8, -4.5, 5, -15, 82, -5
#46 CC(=O)c1c(N2CCN(CCO)CC2)nc(=S)n(-c2ccccc2)c1C
    -9, -2, 5, -14, 0.7, -15, -16, 103, -6
#47 CC(=O)Nc1ccc(OCC(O)CN2C(C)CCCC2C)cc1 (configuration not stated)
    -1, 1, -2, 2, 0.4, 1, -5, 96, -7
#48 CCN1CCN(Cc2c3ccccc3cc3ccccc23)CC1
    0, -4, -6, -1, 1.7, -12, -8, 106, -2
#49 CC(C)(C)NC(=O)CN(C(=O)Cn1nnc(-c2ccc(Cl)cc2)n1)C1CCN(Cc2ccccc2)CC1
    -3, 6, 3, -7, 0.1, -5, -5, 88, -4
#50 COc1ccc(C(=O)NCCN2CCOCC2)cc1[N+](=O)[O-]
    1, 0, -1, -4, -0.7, -1, -9, 107, 7
#51 Cc1cccc(N(C)S(=O)(=O)c2ccc3c(c2)C(C)(C)C(=O)N3C)c1
    0, 0, 0, 6, 0.9, -9, 3, 89, 54*
#52 C=CCn1c(SCC(=O)NC2CC2)nc2ccccc2c1=O
    ·, -1, ·, -3, 0.4, ·, -16, 84, ·
#53 Cc1ccc(C(=O)OCC(=O)N(C)C2CCS(=O)(=O)C2)cc1[N+](=O)[O-] (configuration not stated)
    1, -1, 1, -16, 2.3, -10, -9, 106, 0
#54 O=C(OCC(=O)N1CCN(C(=O)c2ccco2)CC1)c1sc2ccccc2c1Cl
    1, 0, -4, -6, -0.1, 4, 8, 100, 3
#55 COCCNC(=O)Cn1nc(C(F)(F)F)cc1C
    -2, -5, -2, -2, 0.3, 6, -3, 122, -1
#56 Cc1cc(N2CCC(C)CC2)c(F)cc1[N+](=O)[O-]
    1, -7, -3, -6, 1.2, -4, -7, 118, 4
#57 Cn1c2ccccc2c2cc(C(=O)NNC(=O)CCl)sc21
    1, 0, 94*, -3, -2.9, -17, 0, 109, 3
#58 CCOc1ccccc1NC(=O)CCN1CCN(S(=O)(=O)c2ccc(Br)cc2)CC1
    0, 5, 1, -9, 1.4, -3, -1, 106, 7
#59 COC(=O)c1sc(NC(=O)COc2ccc(C)cc2)nc1C
    -3, 1, 1, 3, 0.8, -5, -7, 98, -5
#60 CCc1ccc(C(C)NC(=O)c2ccc3c(c2)OCO3)cc1 (configuration not stated)
    2, -4, 1, -18, 0.0, 3, -6, 107, -5

Further records
Every second line gives: TPT1 inh, PP1 inh, CTSL1 counter, GASC-1 inh, PP5 inh, EBNA-1 inhibitor, ZTA counter, Yeast superoxide, HCV core dimer
#61 O=S(=O)(Nc1ccc(Cl)cn1)c1cccc(S(=O)(=O)c2ccccc2)c1
    -8, -6, 5, -4, -2.5, 6, 18, 93, 9
#62 CC12C(=O)N(c3ccccc3C(=O)O)C(=O)C1C1C=CC2C1 (configuration not stated)
    5, -3, -2, 1, 0.9, -2, -10, 112, -2
#63 CCc1ccc2[nH]c(=O)c(C(c3nnnn3Cc3ccc(OC)cc3)N3CCOCC3)cc2c1 (configuration not stated)
    -5, 1, -2, -2, 2.3, 12, 0, 92, 0
#64 COC(=O)[C@@H]1C[C@@H]2CC[C@@H](O)C[C@@H]2N1Cc1ccc(OC)cc1
    8, 2, 0, -1, 0.3, 13, 4, 108, 8

Compound profiles, as listed above. Order of values: TPT1 inh, PP1 inh, CTSL1 counter, GASC-1 inh, PP5 inh, EBNA-1 inhibitor, ZTA counter, Yeast superoxide, HCV core dimer
O=S(=O)(Nc1ccc(Cl)cn1)c1cccc(S(=O)(=O)c2ccccc2)c1 across the screens: -8, -6, 5, -4, -2.5, 6, 18, 93, 9
COC(=O)[C@@H]1C[C@@H]2CC[C@@H](O)C[C@@H]2N1Cc1ccc(OC)cc1 across the screens: 8, 2, 0, -1, 0.3, 13, 4, 108, 8
